High-throughput results (PubChem BioAssay)
SUMO Mot1 rescue: SUMOylation pathway inhibition by Mot1-301 growth rescue | growth rescue, % at 18.8 µM | AID 2716 | 320,000 compounds, 1% hits | S. cerevisiae Mot1-301 growth rescue, ATP luminescence, 38.5C; percent above DMSO median, 100 means doubled;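 active = every valid replicate shows activation above 250% relative to neutral control wells; inactive = the rest, any valid replicate at or below 250%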;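 note: OY570 slx delta 5 strain wells were the positive control but not used for scaling; some compounds called inactive have numbers as strong as hits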
DSG3 Ab inh: human desmoglein-3 autoantibody binding inhibition; 310,000 compounds, 0.48% hits; P32926; AID 588358; DSG3-coupled beads, scFv-anti-DSG3-GFP binding, flow cytometry; hits give low values; binding (percent of control), % at 10 µM;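 active = binding more than 3 SD below its plate's average and above zero; inconclusive = below that plate limit but binding exactly zero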;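 note: hits lower antibody fragment binding to DSG3; some compounds called inactive have numbers as strong as hits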
PfHsp90 yeast 2: growth inhibition of yeast expressing Plasmodium Hsp90; inhibition, % at 9.4 µM; 310,000 compounds, 0.32% hits; S. cerevisiae expressing PfHsp90, BacTiter-Glo ATP, 48 h; yeast lacking PDR1 and PDR3 efflux regulators;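 active = every replicate shows inhibition above about 80%, whatever the replicate mean, limit read from the data; inconclusive = mean inhibition reaches the set limit but some replicate falls short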;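 note: 0% = DMSO neutral controls and 100% = 20 µM radicicol positive controls; yeast relying on Plasmodium falciparum Hsp90 in place of its own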
AddAB inh: less growth of phage-infected E. coli with AddAB | E. coli expressing H. pylori AddAB, absorbance growth | inhibition, % at 11.9 µM | 330,000 compounds, 0.29% hits; in the data active = inhibition above about 12%;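 note: 0% = vehicle wells of infected cells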
OPRM1-OPRD1 inv: inverse agonists of human mu-delta opioid receptor heterodimerization | P35372+P41143 | cell-based MOR-DOR heterodimer luminescence, inverse agonism | inhibition, % at 9.3 µM | 340,000 compounds, 0.21% hits | AID 504357; in the data active = inhibition above about 22%, passing the limit was not always enough;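 note: 0% = cells with DMSO and 100% = wells without cells with DMSO; values of inactives mirror those of a sister screen read the other way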
Target sequence (P35372 whole entry, looked up): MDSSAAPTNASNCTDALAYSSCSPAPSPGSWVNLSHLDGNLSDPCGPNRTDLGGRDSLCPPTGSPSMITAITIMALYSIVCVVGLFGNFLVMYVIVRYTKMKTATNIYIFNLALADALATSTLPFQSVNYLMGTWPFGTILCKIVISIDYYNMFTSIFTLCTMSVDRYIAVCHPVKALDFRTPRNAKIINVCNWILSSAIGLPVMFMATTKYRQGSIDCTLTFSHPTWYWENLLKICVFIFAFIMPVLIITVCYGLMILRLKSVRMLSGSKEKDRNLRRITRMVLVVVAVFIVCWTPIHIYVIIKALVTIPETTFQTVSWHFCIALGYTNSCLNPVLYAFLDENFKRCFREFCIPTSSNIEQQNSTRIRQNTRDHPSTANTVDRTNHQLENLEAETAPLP
Target sequence (P41143 whole entry, looked up): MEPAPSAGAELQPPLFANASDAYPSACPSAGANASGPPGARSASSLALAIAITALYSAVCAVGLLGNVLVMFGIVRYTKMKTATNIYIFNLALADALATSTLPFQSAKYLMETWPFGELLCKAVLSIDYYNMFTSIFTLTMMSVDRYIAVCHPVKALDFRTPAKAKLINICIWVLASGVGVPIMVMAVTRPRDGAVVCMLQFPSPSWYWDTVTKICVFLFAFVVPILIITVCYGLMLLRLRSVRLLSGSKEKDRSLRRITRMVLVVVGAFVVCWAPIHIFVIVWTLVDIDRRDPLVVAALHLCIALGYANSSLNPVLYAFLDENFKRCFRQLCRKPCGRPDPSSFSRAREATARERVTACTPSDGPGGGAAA
MOR-DOR ag: OPRM1-OPRD1 heterodimerization agonism | P35372+P41143 | cells, luminescence | activation, % at 9.3 µM | 340,000 compounds, 0.3% hits | AID 504326; in the data active = activation above about 18%;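 note: 0% = vehicle-treated cells and 100% = reference agonist; values of inactives mirror those of a sister screen read the other way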
Ecoli viability: bacterial growth inhibition, counter-screen for AddAB inhibitors. E. coli V3065 growth, OD600 absorbance, 18 h. inhibition, % at 11.9 µM. 330,000 compounds, 0.27% hits;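 active = inhibition above the campaign's mean inhibition across all tested compounds plus 3 SD, cut at about 9.9% in these data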;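 note: uninfected addAB+ strain grown without phage in ampicillin broth; 0% = DMSO wells and 100% = ciprofloxacin 0.95 µg/ml wells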
phage Ecoli inh: E. coli growth loss with phage present; growth absorbance; inhibition, % at 11.9 µM; 360,000 compounds, 0.26% hits; AID 651602; in the data active = inhibition above about 11%
Arrestin-AP2 inh: human beta-arrestin and AP2 interaction inhibition; FITC-arrestin peptide / GST-AP2 beads, flow cytometry; AP2 beta2 appendage carries R879A mutation; inhibition, % at 10 µM; 340,000 compounds, 0.31% hits; AID 504490;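 active = inhibition above a set limit, near 3 SD of compounds lacking own fluorescence, cut at about 54% in these data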;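 note: plate controls were DMSO wells for no effect and 5 µM unlabelled arrestin peptide for full effect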
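System: GST-AP2 R879A glutathione beads | Also added: FITC-arrestin peptide, 50 nM | Times: 12 min plus 1 h, RT | Signal: Bead flow cytometry, FITC channel | Buffer or medium: PBS with 0.05% Tween 20 and 0.1% BSA | Read-out basis: Percent drop in bead-associated FITC signal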
PKA-R1A act: PKA-R1A complex activation | P00514+P68181 | PKA-R1A dissociation, Cy5-IP20 fluorescence polarization; scaled: DMSO 0%, 113 µM cGMP 100% | activation, % at 11.4 µM | 340,000 compounds, 0.083% hits | AID 504707;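 active = percent activation above the mean of all tested compounds plus 3 SD, cut at about 19% in these data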;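 note: higher means more PKAc released from R1A so a rise in polarization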
Tat transport: inhibitors of E. coli Tat protein transport. AID 488895. 340,000 compounds, 0.036% hits. E. coli MC4100 TorA-mCherry Tat export, fluorescence. inhibition, % at 10 µM;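 active = mean replicate inhibition at least 50% and at least half of replicates individually reaching 50%; inconclusive = only one of the two criteria met; inactive = neither criterion met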;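 note: exported cargo escapes ClpAP degradation while cytoplasmic cargo is degraded and loses fluorescence; 0% = median of neutral control wells and 100% = median of NaSCN control wells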
Numbers without * were called inactive; u = inconclusive; x = no result given; + = active, no number. Compounds were not picked by outcome (roughly 2.8% active in at least one column).

SMILES	SUMO Mot1 rescue	DSG3 Ab inh	PfHsp90 yeast 2	AddAB inh	OPRM1-OPRD1 inv	MOR-DOR ag	Ecoli viability	phage Ecoli inh	Arrestin-AP2 inh	PKA-R1A act	Tat transport
CCCn1cnc2c(SCCc3ccccc3)nc(N)nc21	x	97	-12	x	-2	0.5	x	1.9	-5	-6	7
CC(NC(=O)C1CCN(c2nnc(N3CCCC3=O)s2)CC1)c1ccccc1 (centres undefined)	11	105	-15	-3.9	6	-0.9	-1.6	2.0	2	2	5
COc1ccc(C(=O)NC2CCN(C(=S)NCCc3ccccc3)CC2)cc1	26	90	13	0.1	11	-2.2	-0.5	4.0	-3	2	0
O=C(NCc1ccc(F)cc1)C1CCCN1C(=O)Nc1ccccc1 (centres undefined)	-11	97	12	2.6	13	-2.7	-0.2	0.7	7	8	2
CN(C)CCNC(=O)CN1C(=O)CSc2ccc(S(=O)(=O)N3CCCCC3)cc21	4	x	25	2.9	8	-1.5	1.1	0.7	-6	2	-2
c1ccc(Cn2c(NCc3ccco3)nc3ccccc32)cc1	-3	106	-3	2.5	9	-1.7	1.4	2.6	7	4	6
COc1ccc(CNC(=O)CN2C(=O)NC3(CCCc4sccc43)C2=O)cc1 (centres undefined)	x	106	8	x	7	-1.4	x	3.2	4	1	-1
Cc1cnc(NC(=O)CSc2nnc(CNc3ccc(F)cc3)n2CC2CCCO2)s1 (centres undefined)	16	x	x	1.3	10	-1.6	-1.3	0.0	12	-2	-9
CCOc1cc(N2CCOCC2)c(OCC)cc1NC(=O)CN1C(=O)NC(CC(C)C)C1=O (centres undefined)	x	104	-10	0.5	11	-2.3	2.4	3.9	2	7	2
COc1ccc(C(=O)Cn2nnc(-c3ccccc3F)n2)cc1	349	96	-4	1.2	8	-1.5	1.6	2.2	29	-7	-6
O=C(O)/C=C/C(=O)Nc1ccc(C2(c3ccc(NC(=O)/C=C/C(=O)O)cc3)c3ccccc3-c3ccccc32)cc1	224	116	-11	-1.1	-10	1.9	-1.2	-0.7	5	-1	-6
COc1cccc2[nH]c3c(N4CCC5(CC4)OCCO5)ncnc3c12	10	111	29	1.8	12	-2.2	1.2	2.2	3	-1	0
Cc1ccc(C)c(OCCCN2CCCC2)c1	11	98	-37	0.3	-6	1.1	-1.4	-0.5	9	-7	-4
Cc1csc(NC(=O)C2=NN(c3ccccc3)C(=O)CC2)n1	237	97	15	2.5	0	-0.1	0.5	2.8	-15	-7	-11
N#Cc1cccc(-n2c(-c3ccccc3)nnc2-c2ccccc2)c1C#N	-1	113	-5	-0.4	0	0.1	1.0	2.5	1	-8	-9
CS(=O)(=O)c1ccc(Cl)c(NC(=O)COC(=O)CNC(=O)c2ccc3ccccc3c2)c1	7	99	-3	4.7	7	-1.5	-1.6	4.3	16	-11	-5
CCCCCCCCCCOC(=O)Cn1c(COc2ccccc2C)[n+](C)c2ccccc21	-63	137	u	0.2	-134	28*	-0.2	x	14	-4	17
O=C(Nc1ccc(C(F)(F)F)cc1-c1ccccc1)c1ccccc1	15	65*	-8	2.9	-15	3.0	2.4	1.3	6	4	5
COc1cc(CC(=O)OCC(=O)Nc2ccc(S(=O)(=O)N3CCCC3)cc2)cc(OC)c1OC	78	117	10	2.4	-2	0.4	-1.3	2.6	6	-11	-9
CCOC(=O)c1ccc(OC(=O)CCCCCN=C(N)N)cc1	7	100	-3	-3.6	8	-1.5	-2.2	3.8	-5	-1	-3
Cc1ccc(N2CCC(N3CCN(C)C(CCO)C3)CC2)cc1 (centres undefined)	-10	107	7	3.3	11	-2.3	-0.5	0.0	16	-10	-3
CN(C)CCCNC(=O)/C(=C\C=C\c1ccccc1)NC(=O)c1ccc([N+](=O)[O-])cc1	5	x	7	-0.1	-4	0.8	-0.2	-1.5	-1	-2	22
CC(C)Cc1nnc(NC(=O)CCC(=O)NCCc2ccccc2)s1	-11	104	17	6.5	20	-3.8	0.0	3.3	0	3	-2
O=C(c1ccc(Cn2cnnn2)cc1)N1CCCC(Nc2ccc(F)c(F)c2)C1 (centres undefined)	7	122	-11	-0.7	0	0.0	-1.4	0.8	9	-12	1
Cc1ccc(SC(=O)c2c([N+](=O)[O-])c(C)nn2C)cc1	-24	98	-2	-1.3	3	-0.7	1.4	1.3	-4	7	-4
Cc1cn2c(=O)c(C(=O)N3CCN(c4ccccc4Cl)CC3)cnc2s1	3	99	20	1.0	9	-1.4	1.7	0.1	-6	-12	4
CC1Cc2nc(SCC(=O)N3CCCc4ccccc43)n(C)c(=O)c2S1 (centres undefined)	14	113	-10	-4.2	3	-0.5	-4.3	3.3	6	-4	6
COCCCNC(NC(=O)c1ccc(Br)cc1)C(Cl)(Cl)Cl (centres undefined)	-23	x	-7	4.0	13	-2.8	1.1	2.8	8	-4	-9
COc1ccccc1CNCc1cc(OC)c(OC)c(OC)c1	+	101	2	-1.1	5	-1.1	-2.9	2.1	8	2	6
Cc1noc(NS(=O)(=O)c2ccc(N/C=C/C(=O)c3ccncc3)cc2)c1C	-12	101	x	5.3	10	-1.8	5.2	5.4	22	-9	-5
CC(C)(C)NC(=O)c1ccc(NC(=O)CSc2ccccc2)cc1	-11	106	15	3.3	8	-1.6	-1.4	4.7	8	-2	-6
CNS(=O)(=O)c1cccc(C(=O)OCC(=O)Nc2ccc(Cl)cc2F)c1	-3	85	-6	1.4	6	-1.1	0.8	1.8	1	-6	3
Cc1csc(NC(=O)c2cc(=O)[nH]c3ccccc23)n1	-21	92	2	-0.2	1	-0.2	1.7	1.8	-8	-6	6
CCOc1ccccc1CN1CCCC(CNS(=O)(=O)c2ccc(OC)cc2)C1 (centres undefined)	-6	x	14	4.2	9	-1.7	0.1	0.4	52	1	-2
COc1ccc(C2/C(=C(/O)c3ccc(Br)cc3)C(=O)C(=O)N2C)cc1 (centres undefined)	-15	96	2	6.0	17	-3.5	-0.7	1.4	-8	-3	18
Cc1ccc(Oc2c(C)nc(-c3ccccc3)[nH]c2=O)cc1	-16	105	3	0.9	7	-1.4	0.7	1.8	-16	-6	4
Cc1ccc(Cn2c(CN(C)Cc3ccccc3)nc3c2c(=O)n(C)c(=O)n3C)cc1	-2	x	x	1.6	-48	9.4	-0.8	0.2	4	0	7
CC1=NN(C(=O)c2ccccc2Br)C(O)(c2cccnc2)C1 (centres undefined)	7	x	7	2.4	14	-2.2	1.0	2.1	-11	4	1
CC(C)(C)NS(=O)(=O)c1ccc(NC(=O)Cc2ccccc2[N+](=O)[O-])cc1	1	94	-11	2.3	2	-0.4	0.8	2.5	12	2	3
Cc1ccc(-c2c[n+](CC(=O)OCc3ccccc3)c3n2CCC3)cc1	-4	102	7	1.9	11	-2.4	1.0	3.3	8	-1	-2
COc1ccc(C2CC2/C(=N/O)c2ccccn2)cc1 (centres undefined)	-30	110	4	-0.9	4	-0.8	-1.9	1.2	-3	-12	-8
Cc1ccc(S(=O)(=O)N/N=C\c2cc3c(cc2Br)OCO3)cc1	25	100	4	5.0	13	-2.6	0.3	1.2	-2	-5	2
COc1ccc(C(=O)COC(=O)c2cccs2)cc1	-21	103	x	2.2	16	-4.1	0.0	2.9	34	-4	-3
Cc1sc2ncnc(N3CCC(C(=O)NNC(=O)COc4ccccc4Cl)CC3)c2c1C	-9	99	12	-2.9	1	-0.2	-1.6	0.8	25	-1	1
CCOC(=O)C1=NNC2C(=O)N(CC)C(=O)C12 (centres undefined)	2	108	6	2.6	4	-0.8	-0.6	2.5	6	-9	1
O=C(OCc1ccccc1)/C(=C(\O)c1ccccc1Br)c1ccc(-c2ccccc2)cn1	6	108	-8	1.9	-2	0.4	-2.3	1.6	0	-10	0
O=C(C1=C[C@H](c2ccc(C(F)(F)F)cc2)C[C@H](OCc2ccc(CO)cc2)O1)N1CCN(Cc2ccc3c(c2)OCO3)CC1	-2	104	x	0.3	-9	1.6	0.0	0.5	4	-13	31
O=C(Cc1ccccc1)NCC(=O)OCC(=O)c1ccc(OC(=O)c2ccccc2)cc1	-10	101	-7	-3.2	2	-0.4	-3.6	1.2	-4	-14	12
COc1ccccc1NC(=O)C1=C(C)Nc2nc(-c3cccnc3)nn2C1c1ccccn1 (centres undefined)	x	92	5	x	12	-2.4	x	1.5	24	-5	-3
Oc1ccc(CN2CCN(Cc3ccccc3)CC2)c2cccnc12	6	x	x	3.2	-7	1.1	2.9	6.3	1	-5	7

Other records follow:
SMILES	SUMO Mot1 rescue	DSG3 Ab inh	PfHsp90 yeast 2	AddAB inh	OPRM1-OPRD1 inv	MOR-DOR ag	Ecoli viability	phage Ecoli inh	Arrestin-AP2 inh	PKA-R1A act	Tat transport
O=C(c1cc2ccccc2o1)N1CCN(S(=O)(=O)c2cccs2)CC1	71	95	-33	-7.2	5	-1.0	-1.1	2.6	1	-10	-8
O=C(Cn1cnc2c(nnn2Cc2ccc(F)cc2)c1=O)Nc1cccc(F)c1	28	87	-11	-2.0	1	-0.2	-2.5	6.2	0	11	-3
O=C(Nc1ccc(N2CCOCC2)nc1)c1ccc(Cl)cc1	281	111	x	-0.3	9	-2.0	2.5	-0.1	9	-9	-7
COc1cccc(NC(=O)CN(C)C(=O)c2ccc(N3CCOCC3)c([N+](=O)[O-])c2)c1	-12	101	x	3.0	5	-0.7	1.1	1.9	0	-8	-16
COc1ccc(NCC(=O)N/N=C/c2ccc3c(c2)OCCO3)cc1	-9	104	26	2.4	9	-1.8	-1.0	0.0	-2	4	-1
CC(C)(C)c1cc(C(=O)NNC(=O)c2ccc(C(F)(F)F)cc2)no1	-3	105	-4	-4.3	9	-1.6	-2.4	-0.1	5	-1	12
O=S(=O)(c1cccc(Cl)c1)N1CCC(c2nc3ccccc3[nH]2)CC1	-5	x	23	0.8	-2	0.4	-1.6	1.0	4	-4	-3
COc1cccc(N2C(=O)C3CC=C(Cl)CC3C2=O)c1 (centres undefined)	69	100	4	3.8	-19	3.5	1.8	0.2	3	11	13
O=C(NNC(=S)NC1CCCCC1)c1ccccc1Br	7	126	-49	4.8	24	-4.8	0.3	2.1	-4	7	-1
O=C(Cc1c(O)c2ccccc2[nH]c1=O)NCc1ccc(F)cc1	1	x	-13	2.7	17	-4.2	-2.7	0.4	3	-15	17
CC(=O)C1=CN(Cc2ccccc2)CCC1=O	x	101	8	x	13	-2.8	x	0.9	5	9	1
